CDK5 inh = inhibitors of human CDK5/p35 kinase; Q00535+Q15078; Recombinant CDK5/p35, ADP-Glo luminescence, 60 min; inhibition, % at 10 µM; actives 0.01% (n = 330,000);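 active = highest replicate inhibition of at least 50% and at least 75% of replicates reaching 50%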;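 also: plate controls were DMSO neutral control for no effect and GW8510 at 10 µM for full effect; many of its hits are not listed in these tables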
Target sequence (Q00535 whole entry, looked up): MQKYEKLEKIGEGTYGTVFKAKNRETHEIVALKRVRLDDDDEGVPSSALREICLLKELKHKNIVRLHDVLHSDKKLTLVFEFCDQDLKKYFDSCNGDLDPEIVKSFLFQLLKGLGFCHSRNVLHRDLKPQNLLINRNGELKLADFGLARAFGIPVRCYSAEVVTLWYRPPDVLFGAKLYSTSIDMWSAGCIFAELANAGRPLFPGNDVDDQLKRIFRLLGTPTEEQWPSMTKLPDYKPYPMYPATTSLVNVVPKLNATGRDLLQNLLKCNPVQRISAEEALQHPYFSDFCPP
Target sequence (Q15078 whole entry, looked up): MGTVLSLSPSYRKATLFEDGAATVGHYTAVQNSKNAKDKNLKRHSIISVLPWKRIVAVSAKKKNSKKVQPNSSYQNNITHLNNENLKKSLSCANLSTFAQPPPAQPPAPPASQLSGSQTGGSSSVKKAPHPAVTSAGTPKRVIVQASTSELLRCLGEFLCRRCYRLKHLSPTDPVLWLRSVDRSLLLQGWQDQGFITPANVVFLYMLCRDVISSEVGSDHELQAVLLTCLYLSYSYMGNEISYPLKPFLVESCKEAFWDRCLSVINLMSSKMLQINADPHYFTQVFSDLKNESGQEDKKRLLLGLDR
DAGLB inh = diacylglycerol lipase beta (human) inhibition. HEK293T DAGLB membrane lysate, EnzChek fluorogenic substrate. actives 0.059% (n = 340,000). inhibition, % at 5.17 µM. Q8NCG7; in the data active = inhibition above about 34%;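 also: 0% = enzyme with vehicle and 100% = wells lacking enzyme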
Ecoli viability = reduces bacterial viability in AddAB counter-screen | actives 0.27% (n = 330,000) | inhibition, % at 11.9 µM | E. coli V3065 growth, OD600 absorbance, 18 h | AID 449728;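 active = inhibition above the campaign's mean inhibition across all tested compounds plus 3 SD, cut at about 9.9% in these data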;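 also: uninfected addAB+ strain grown without phage in ampicillin broth; 0% = DMSO wells and 100% = ciprofloxacin 0.95 µg/ml wells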
AddAB inh = less growth of phage-infected E. coli with AddAB; AID 435030; E. coli expressing H. pylori AddAB, absorbance growth; actives 0.29% (n = 330,000); inhibition, % at 11.9 µM; in the data active = inhibition above about 12%;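 also: 0% = vehicle wells of infected cells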
HTR5A inv ag = inverse agonist of human HTR5A in OPRM1-OPRD1 counter-screen | P47898 | HTR5A cell line, luminescence, inverse agonism | inhibition, % at 9.3 µM | actives 0.083% (n = 340,000); in the data active = inhibition mostly above about 23%, no sharp cut-off; inactive = mostly below about 18%;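 also: 0% = cells with DMSO and 100% = no-cell wells with DMSO; some compounds called inactive have numbers as strong as hits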
HTR5A ag = counter-screen for OPRM1-OPRD1 agonists: human HTR5A agonism; HTR5A agonist assay, luminescence, cell-based; actives 0.61% (n = 340,000); activation, % at 9.3 µM; in the data active = activation mostly above about 9.5%, no sharp cut-off; inactive = mostly below about 7.6%;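 also: 0% = cells with vehicle only and 100% = reference agonist; strong numbers were not always called active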
PKA-R1A activ = activates the PKA-R1A holoenzyme complex; activation, % at 11.4 µM; AID 504707; P00514+P68181; actives 0.083% (n = 340,000); PKA-R1A dissociation, Cy5-IP20 fluorescence polarization; scaled: DMSO 0%, 113 µM cGMP 100%;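 active = percent activation above the mean of all tested compounds plus 3 SD, cut at about 19% in these data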;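 also: higher means more PKAc released from R1A so a rise in polarization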
Tat export inh = inhibitors of E. coli Tat protein transport | E. coli MC4100 TorA-mCherry Tat export, fluorescence | inhibition, % at 10 µM | actives 0.036% (n = 340,000) | AID 488895;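 active = mean replicate inhibition at least 50% and at least half of replicates individually reaching 50%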;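 also: exported cargo escapes ClpAP degradation while cytoplasmic cargo is degraded and loses fluorescence; 0% = median of neutral control wells and 100% = median of NaSCN control wells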
PKA-R2B activ = activates the human PKA-R2B holoenzyme complex. actives 0.079% (n = 340,000). PKA-R2B holoenzyme dissociation, Cy5-IP20 fluorescence polarization; R2B truncated from residue 108, S112A mutant; 0% DMSO only, 100% 113 µM cGMP. P22694+P31323. activation, % at 11.4 µM;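 active = activation above a cutoff set at the mean over all compounds plus 3 SD, cut at about 18% in these data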;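 also: higher means more holoenzyme dissociation and a rise in polarization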
Target sequence (P31323 whole entry, looked up, other chains not shown, the tested form may be a part): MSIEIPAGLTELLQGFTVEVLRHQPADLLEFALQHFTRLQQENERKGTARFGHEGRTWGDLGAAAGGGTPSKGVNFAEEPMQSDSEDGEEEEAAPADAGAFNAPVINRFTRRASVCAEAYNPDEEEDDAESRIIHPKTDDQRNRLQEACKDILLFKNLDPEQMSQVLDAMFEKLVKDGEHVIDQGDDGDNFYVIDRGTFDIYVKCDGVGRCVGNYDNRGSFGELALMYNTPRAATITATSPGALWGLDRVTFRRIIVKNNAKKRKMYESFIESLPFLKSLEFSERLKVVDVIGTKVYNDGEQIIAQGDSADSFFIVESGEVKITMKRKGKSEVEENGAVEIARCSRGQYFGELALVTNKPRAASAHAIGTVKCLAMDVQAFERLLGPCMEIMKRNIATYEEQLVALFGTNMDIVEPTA
phage Ecoli inh = E. coli growth loss with phage present. actives 0.26% (n = 360,000). growth absorbance. inhibition, % at 11.9 µM; in the data active = inhibition above about 11%
SUMO Mot1 rescue = blocks SUMOylation pathway, rescuing yeast Mot1-301 growth | S. cerevisiae Mot1-301 growth rescue, ATP luminescence, 38.5C; percent above DMSO median, 100 means doubled | growth rescue, % at 18.8 µM | actives 1% (n = 320,000) | AID 2716;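 active = every valid replicate shows activation above 250% relative to neutral control wells; inactive = the rest, any valid replicate at or below 250%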;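 also: OY570 slx delta 5 strain wells were the positive control but not used for scaling; some compounds called inactive have numbers as strong as hits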
Numbers without * were called inactive; nt = no result given.

SMILES | CDK5 inh | DAGLB inh | Ecoli viability | AddAB inh | HTR5A inv ag | HTR5A ag | PKA-R1A activ | Tat export inh | PKA-R2B activ | phage Ecoli inh | SUMO Mot1 rescue
COC(=O)CSc1nc2cc(C)ccc2cc1C#N | -0.8 | -3 | 1.3 | 1.6 | 1 | 5 | 6 | 2 | 2 | 1.8 | 7
Cc1oc2c(c1C(=O)Nc1ccc(C(=O)O)cc1)CCCC2 | -1.4 | -4 | -0.9 | -0.1 | -21 | -3 | -10 | 0 | -8 | 1.9 | -22
O=[N+]([O-])c1cc2c(c3cccnc13)COCO2 | -0.4 | 1 | nt | nt | 2 | 0 | 9 | -7 | 5 | 2.6 | nt
CCC(C)(C)NC(=O)C(c1ccccc1Cl)N(C(=O)CCC(=O)Nc1cc(C)on1)c1ccc(NC(C)=O)cc1 (stereo unspecified) | -1.1 | 0 | 0.3 | 0.8 | 21 | 1 | -2 | 7 | -8 | 3.0 | -4
CCc1nnc(NC(=O)C2c3ccccc3Oc3ccccc32)s1 | -0.5 | -2 | -1.9 | 1.9 | 4 | -2 | 3 | 13 | -16 | 3.7 | 13
O=S(=O)(Nc1nc2ccccc2nc1N1CCc2ccccc2C1)c1ccc(Cl)cc1 | 1.0 | 3 | 2.1 | -0.5 | -23 | 5 | -6 | -5 | -2 | 0.2 | -31
N/C(=N\OC(=O)CCCN1C(=O)c2ccccc2C1=O)c1ccc(Br)cc1 | 1.4 | -1 | 3.4 | 0.8 | -10 | 5 | -12 | -4 | -1 | 2.2 | 17
Cc1ccc2c(COC(=O)CNC(=O)c3ccco3)cc(=O)oc2c1C | -0.4 | -3 | -3.2 | -0.4 | 7 | -2 | -7 | -2 | 4 | -0.7 | nt
CN(Cc1ccc(Cl)s1)C(=O)CN1C(=O)N(C)C2(CCCCC2)C1=O | 0.2 | 0 | nt | nt | -9 | 3 | 11 | 1 | -5 | 1.8 | nt
COC(=O)c1c(C)oc2ccc(N(C(=O)Oc3ccccc3)S(=O)(=O)c3ccc(Cl)c([N+](=O)[O-])c3)cc12 | 3.4 | 2 | -1.4 | 2.8 | 13 | -1 | 4 | -14 | 7 | nt | 3

7 entries from above in another layout.
Screens in order: CDK5 inh | DAGLB inh | Ecoli viability | AddAB inh | HTR5A inv ag | HTR5A ag | PKA-R1A activ | Tat export inh | PKA-R2B activ | phage Ecoli inh | SUMO Mot1 rescue
- CCC(C)(C)NC(=O)C(c1ccccc1Cl)N(C(=O)CCC(=O)Nc1cc(C)on1)c1ccc(NC(C)=O)cc1 (stereo unspecified)
 : -1.1 | 0 | 0.3 | 0.8 | 21 | 1 | -2 | 7 | -8 | 3.0 | -4
- CCc1nnc(NC(=O)C2c3ccccc3Oc3ccccc32)s1
 : -0.5 | -2 | -1.9 | 1.9 | 4 | -2 | 3 | 13 | -16 | 3.7 | 13
- O=S(=O)(Nc1nc2ccccc2nc1N1CCc2ccccc2C1)c1ccc(Cl)cc1
 : 1.0 | 3 | 2.1 | -0.5 | -23 | 5 | -6 | -5 | -2 | 0.2 | -31
- N/C(=N\OC(=O)CCCN1C(=O)c2ccccc2C1=O)c1ccc(Br)cc1
 : 1.4 | -1 | 3.4 | 0.8 | -10 | 5 | -12 | -4 | -1 | 2.2 | 17
- Cc1ccc2c(COC(=O)CNC(=O)c3ccco3)cc(=O)oc2c1C
 : -0.4 | -3 | -3.2 | -0.4 | 7 | -2 | -7 | -2 | 4 | -0.7 | nt
- CN(Cc1ccc(Cl)s1)C(=O)CN1C(=O)N(C)C2(CCCCC2)C1=O
 : 0.2 | 0 | nt | nt | -9 | 3 | 11 | 1 | -5 | 1.8 | nt
- COC(=O)c1c(C)oc2ccc(N(C(=O)Oc3ccccc3)S(=O)(=O)c3ccc(Cl)c([N+](=O)[O-])c3)cc12
 : 3.4 | 2 | -1.4 | 2.8 | 13 | -1 | 4 | -14 | 7 | nt | 3

Going on with the list.
SMILES | CDK5 inh | DAGLB inh | Ecoli viability | AddAB inh | HTR5A inv ag | HTR5A ag | PKA-R1A activ | Tat export inh | PKA-R2B activ | phage Ecoli inh | SUMO Mot1 rescue
CN1CCN(Cc2cccc(Oc3ccc(Cl)cc3)c2)CC1 | -0.6 | 1 | -1.1 | 0.9 | -7 | 6 | -1 | -9 | 6 | -5.8 | -13
Cc1nn(C)c(C)c1CN(C)C(=O)c1nn2c(c1Br)NC(c1cccs1)CC2C(F)(F)F (stereo unspecified) | 0.4 | 1 | 0.2 | -0.4 | -13 | 5 | 6 | -9 | 5 | 3.3 | -2
CCn1c(COc2ccccc2)nnc1SCC(=O)Nc1ccc2c(c1)OCCO2 | -1.3 | -2 | 0.6 | -0.5 | -17 | 6 | 4 | -2 | -3 | 5.2 | 4
Cc1cccc(N=Cc2cc3c(cc2[N+](=O)[O-])OCO3)c1 | -0.1 | 3 | -6.0 | -2.9 | -12 | -3 | -3 | -1 | -11 | 2.6 | -16
COc1ccc(-c2cc(C(=O)Nc3cnn(Cc4ccccc4C)c3)no2)cc1OC | -2.8 | 4 | -0.6 | 1.1 | -1 | 0 | -13 | 22 | 0 | nt | 4
CCCCCC1CC(=O)N(Cc2ccc(Cl)cc2)C(=O)N1 (stereo unspecified) | -1.4 | 0 | 1.4 | 2.9 | -11 | 4 | -7 | 0 | -18 | 3.2 | 7
Cc1noc(/C=C/N(C)C)c1S(=O)(=O)N1CCN(c2ccc(F)cc2)CC1 | -0.3 | 4 | 0.7 | 2.6 | -7 | 4 | -7 | 1 | -1 | 1.1 | 33
CCCCC(=Nc1ccc(N)cc1)C1=C(O)C(C(=O)OC)C(C)(C)CC1=O (stereo unspecified) | -0.5 | 2 | -1.5 | 2.5 | 1 | -2 | 1 | -8 | -16 | 0.4 | -23
Cc1[nH]n(-c2cccc(Cl)c2)c(=O)c1-c1ccc(Cl)cc1 | -0.6 | 8 | 4.4 | 5.2 | 25 | 0 | -9 | -19 | -21 | 8.3 | 20
CN(CC(=O)NCc1ccncc1)S(=O)(=O)c1ccc(Br)cc1 | -9.9 | 0 | -2.8 | -3.9 | 5 | 0 | -8 | -5 | -2 | 4.0 | 15
COc1ccccc1NC(=O)N1CCC(c2nc3cc(C)c(C)cc3[nH]2)CC1 | -6.9 | -3 | 1.5 | 2.5 | 13 | -3 | -5 | 0 | -9 | 2.3 | -12
CC(=O)Nc1ccc(-c2csc(NC(=O)C3CC(=O)N(c4ccc5c(c4)OCCO5)C3)n2)cc1 (stereo unspecified) | -1.4 | 3 | -1.2 | -0.8 | 34 | -6 | -7 | -5 | -12 | 0.0 | 508*
CC(C)(C)c1cc(C(C)(C)C)cc(S(=O)(=O)CCc2ccccn2)c1 | -2.5 | -5 | -2.7 | -1.4 | 9 | -5 | -10 | 8 | 10 | 0.5 | 14
COc1ccc(N2C(=O)CC(SCCc3nc4ccccc4[nH]3)C2=O)cc1 (stereo unspecified) | 3.6 | -1 | -0.9 | 0.4 | -9 | 1 | -7 | -1 | -4 | 2.1 | -12
COc1ccc(CCN(C(=O)C(F)(F)F)C(C(=O)NC2CCCC2)c2cccs2)cc1OC (stereo unspecified) | 1.7 | -6 | -2.0 | 1.1 | 7 | -7 | 0 | 2 | -1 | 0.8 | 7
CCN1C(=O)/C(=C/c2ccc(C)s2)SC1=Nc1ccc(OC)cc1 | -0.7 | -15 | 0.3 | -1.6 | -7 | -6 | -8 | -5 | -10 | 0.5 | -23
Cc1ccc(C(NC(=O)c2ccccc2)C(Cl)(Cl)Cl)cc1 (stereo unspecified) | nt | -9 | 0.6 | 2.3 | 3 | 6 | -12 | -4 | -10 | 2.8 | -3
CS(=O)(=O)N1CCN(c2ccc(NC(=O)Cc3ccccc3)cc2)CC1 | -0.2 | 3 | 0.6 | 1.5 | -7 | 3 | -7 | -9 | -16 | 1.7 | 481
COc1ccc(CNC(=O)COc2ccccc2C(=O)c2cnn(-c3ccccc3)c2)cc1OC | 1.8 | -4 | -1.2 | 2.3 | -1 | 0 | -10 | 1 | 1 | 1.3 | nt
O=C(N/N=C/c1c[nH]c2ccccc12)c1ccn(Cc2ccc(Cl)cc2)n1 | -2.0 | 2 | -1.6 | 3.2 | -8 | 3 | -5 | -5 | -7 | -0.2 | 0
N#C/C(=C1/CCCCCN1)c1nc2ccccc2s1 | -14 | -7 | -1.6 | 1.4 | 19 | -8 | -1 | 3 | 5 | 3.2 | -6
Cc1ccc(NC(=O)Cn2c(=O)cnc3ccccc32)cc1S(=O)(=O)N(C)C | -0.5 | -1 | 0.3 | 2.5 | 3 | -1 | -10 | 1 | -4 | 0.7 | 1
CCCCOC(=O)Nc1cccc(Cl)c1C | -2.0 | -7 | -1.5 | -3.5 | -5 | 5 | 1 | -1 | 3 | 0.9 | 676
COCC(=O)n1nc(-c2ccccc2)nc1NCc1ccc(N(C)C)cc1 | -0.6 | 1 | 0.8 | -0.4 | -3 | 1 | 7 | 6 | -4 | 0.0 | 862*
O=C(Cc1ccsc1)N1CCN(S(=O)(=O)c2cc(C(F)(F)F)cc(C(F)(F)F)c2)CC1 | -1.3 | 1 | 1.4 | 2.1 | -8 | 3 | -16 | -1 | -2 | 0.1 | -2
CCONc1ncnc2nonc12 | -1.4 | -3 | 1.8 | 0.0 | 8 | -3 | 0 | -1 | 6 | 3.9 | -4
CCCCOc1ccc(C(=O)N(CC)CC(=O)NCc2cccs2)cc1 | 1.0 | -4 | 1.1 | 4.3 | -8 | 2 | -6 | -17 | -3 | 2.0 | 2
NC(=O)CC1C(=O)N(c2ccc(F)cc2)C(=O)N1NC(=O)CCc1ccccc1 (stereo unspecified) | 1.1 | 2 | -1.1 | 0.3 | -11 | 4 | -5 | 4 | -3 | -1.9 | -11
CCOC(=O)C1CCCN(S(=O)(=O)Cc2ccc(Cl)cc2)C1 (stereo unspecified) | -1.3 | -7 | -1.1 | 2.5 | 9 | -2 | -5 | 6 | -4 | -0.1 | -1
CCOC(=O)c1[nH]ncc1CN1CCN(Cc2ccc(C)cc2)C(CCO)C1 (stereo unspecified) | -1.3 | 0 | -1.1 | 1.0 | -10 | 4 | -1 | -3 | -14 | 3.8 | -11
C=C(C)CNC(=S)N/N=C/c1c(F)cccc1F | -0.5 | -1 | 2.6 | 4.1 | -10 | 4 | -5 | -2 | -1 | 2.8 | 1
Cn1c(SCC(=O)C(C)(C)C)nnc1-c1cccnc1 | -1.0 | 0 | -0.5 | 0.2 | -6 | 1 | 1 | -11 | -4 | 2.9 | 2
Cc1ccc(S(=O)(=O)N(C)C)cc1NC(=O)C1CCCC1 | -0.4 | 0 | 0.9 | 1.9 | 1 | 4 | -13 | -6 | -5 | 2.8 | nt
O=C(NCCC1CCCCN1S(=O)(=O)c1ccc(Cl)cc1)C(=O)NCc1ccco1 (stereo unspecified) | -2.0 | 0 | 0.5 | -0.8 | 4 | 6 | 4 | 9 | -5 | 2.9 | -11
CCSc1ccc([C@@H]2[C@H]3C(=O)N(CC)C(=O)[C@H]3[C@]3(C(=O)OC)CCCCN23)cc1 | -0.9 | -6 | -1.0 | 5.5 | 3 | 2 | -1 | 0 | 4 | -0.2 | -31
CCc1ccccc1N(CC(=O)NCc1ccco1)C(=O)CCC(=O)Nc1nccs1 | -0.8 | -1 | -2.6 | -1.7 | 4 | 3 | -1 | -9 | -1 | -2.2 | -13

Source: PubChem (several laboratories)
